# POLK inh: inhibitors of human DNA polymerase kappa. Q9UBT6. actives 0.53% (n = 400,000). Potency, µM (doses to about 107 µM), without a hit: at the highest dose activity, negative = inhibition, actives largely listed as inhibitors. purified Pol kappa, fluorescent DNA synthesis assay, 10 min. AID 588579; also: potency is read from the fitted curve at half-maximal effect; % is scaled to controls: 0 for no effect and ±100 for the full control effect
#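 50 nM final substrate added after 15 min RT preincubation of 10 nM Pol kappa with compound; fluorescence read at 0 and 10 min.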
# Glioma ERSR ind: ER stress response induction in glioma | actives 0.02% (n = 420,000) | U87-MG GRP78 promoter luciferase reporter, 16 h | Potency, µM, for the others: at the highest dose activation, hits mostly activators; also: potency is read from the fitted curve at half-maximal effect; series mostly up to about 76 µM; % of control where 0% means no effect; nearly all actives have a fitted effect of over 35% in size
#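 Stably transfected U87-MG human glioma cells carrying a GRP78-based luminescent sensor were seeded at 1000 cells/well, pin-dosed with compounds and incubated 16 h. Luciferase reagent was then added, and end-point luminescence was read after 10 min at room temperature.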
# APEX1 inh: inhibitors of human APE1 endonuclease; P27695; recombinant APE1, TAMRA/BHQ-2 abasic DNA cleavage fluorescence; Potency, µM (series often up to 65.8 µM), for inactives: at the top dose activity change, negative = inhibition, hits mostly inhibitors; actives 0.35% (n = 350,000);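 also: potency is read from the fitted curve at half-maximal effect; plate controls were vehicle for no effect and reference inhibitor for full effect; nearly all actives have a fitted effect of over 55% in size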
#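 Compound pre-exposure to 0.75 nM APE1, 15 min at ambient temperature. Reaction initiated with 50 nM TAMRA/BHQ-2 THF substrate, read immediately in kinetic mode, 525 nm excitation, 598 nm emission.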
# Apoferritin bind: candidate novel general anesthetic via apoferritin binding; P02791; apoferritin/1-aminoanthracene competitive binding, fluorescence; Potency, µM (doses to about 77.5 µM), inactives show at the top dose activity change, negative = displacement, hits mostly inhibitors; actives 0.074% (n = 350,000); AID 485281; also: potency is read from the fitted curve at half-maximal effect; % is scaled to controls: 0 for no effect and ±100 for the full control effect; nearly all actives have a fitted effect of over 20% in size
#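 Read-out: endpoint 1-AMA fluorescence, excitation 380 nm and emission 535 nm, after compounds sit 10 min at room temperature with 10 uM horse-spleen apoferritin in 50% saturated 1-AMA/PBS. Values come from four-parameter Hill fits.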
# Pol eta inh: blocks human DNA polymerase eta activity; recombinant Pol eta, fluorescent DNA replication assay; Potency, µM (doses to about 114 µM), for the others: at the top dose activity change, negative = inhibition, actives largely listed as inhibitors; actives 1.2% (n = 390,000); also: potency is read from the fitted curve at half-maximal effect; % is scaled to controls: 0 for no effect and ±100 for the full control effect
#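 Pol eta (10 nM) was preincubated with compounds for 15 min at room temperature, after which fluorescent replication substrate (50 nM final) was added to start the reaction. Fluorescence was read kinetically at 0 and 10 min.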
# POLB inh: blocks human DNA polymerase beta activity. Pol beta primer extension/strand displacement, fluorescence kinetic. Potency, µM (top dose mostly 114 µM), without a hit: top-dose activity change, negative = inhibition, hits mostly inhibitors. actives 1.3% (n = 340,000). AID 485314; also: potency is read from the fitted curve at half-maximal effect; % is scaled to controls: 0 for no effect and ±100 for the full control effect
#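 Curves were derived by four-parameter Hill fits of normalized qHTS data. The kinetic fluorescent primer-extension read was taken at 0 and 10 min after 50 nM substrate, following a 15 min room-temperature preincubation of 10 nM enzyme with compounds.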
# POLI inh: blocks human DNA polymerase iota activity. Potency, µM (titrated, usually from 115 µM), for inactives: at the highest dose activity, negative = inhibition, most hits filed as inhibitors. AID 588590. Pol iota fluorescent replication assay, 10 min. Q9UNA4. actives 1% (n = 390,000); also: potency is read from the fitted curve at half-maximal effect
#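 Fluorescent replication assay read twice, at 0 min and 10 min after adding 50 nM (final) substrate. Enzyme (10 nM) and compounds were first incubated 15 min at room temperature; enzyme-free buffer wells were negative controls.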
# LDHA inh: inhibitors of human lactate dehydrogenase A; activity change, % (values are at about 110 or 230 µM); P00338; purified LDHA, NADH/diaphorase-resazurin fluorescence; active compounds read low; actives 0.15% (n = 480,000); in the data active = activity change below about -30%; inconclusive = mostly about -25% to -30%;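 also: plate controls were DMSO wells for no effect and wells without enzyme for full effect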
#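 Enzyme activity of human lactate dehydrogenase 5 (2 nM; 0.06 mM NADH, 0.2 mM pyruvate, 5 min, RT) is measured via a resazurin/diaphorase fluorescence readout of residual NADH.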
# BLM helicase inh: blocks DNA unwinding by human BLM helicase; P54132; Potency, µM (top dose mostly 56.1 µM), for the others: top-dose activity change, negative = inhibition, actives largely listed as inhibitors; actives 0.2% (n = 350,000); recombinant BLM DNA unwinding, fluorescence dequenching; AID 2528;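 also: potency is read from the fitted curve at half-maximal effect; plate controls were vehicle for no effect and no enzyme for full effect; nearly all actives have a fitted effect of over 35% in size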
# Target sequence (P54132 whole entry, looked up): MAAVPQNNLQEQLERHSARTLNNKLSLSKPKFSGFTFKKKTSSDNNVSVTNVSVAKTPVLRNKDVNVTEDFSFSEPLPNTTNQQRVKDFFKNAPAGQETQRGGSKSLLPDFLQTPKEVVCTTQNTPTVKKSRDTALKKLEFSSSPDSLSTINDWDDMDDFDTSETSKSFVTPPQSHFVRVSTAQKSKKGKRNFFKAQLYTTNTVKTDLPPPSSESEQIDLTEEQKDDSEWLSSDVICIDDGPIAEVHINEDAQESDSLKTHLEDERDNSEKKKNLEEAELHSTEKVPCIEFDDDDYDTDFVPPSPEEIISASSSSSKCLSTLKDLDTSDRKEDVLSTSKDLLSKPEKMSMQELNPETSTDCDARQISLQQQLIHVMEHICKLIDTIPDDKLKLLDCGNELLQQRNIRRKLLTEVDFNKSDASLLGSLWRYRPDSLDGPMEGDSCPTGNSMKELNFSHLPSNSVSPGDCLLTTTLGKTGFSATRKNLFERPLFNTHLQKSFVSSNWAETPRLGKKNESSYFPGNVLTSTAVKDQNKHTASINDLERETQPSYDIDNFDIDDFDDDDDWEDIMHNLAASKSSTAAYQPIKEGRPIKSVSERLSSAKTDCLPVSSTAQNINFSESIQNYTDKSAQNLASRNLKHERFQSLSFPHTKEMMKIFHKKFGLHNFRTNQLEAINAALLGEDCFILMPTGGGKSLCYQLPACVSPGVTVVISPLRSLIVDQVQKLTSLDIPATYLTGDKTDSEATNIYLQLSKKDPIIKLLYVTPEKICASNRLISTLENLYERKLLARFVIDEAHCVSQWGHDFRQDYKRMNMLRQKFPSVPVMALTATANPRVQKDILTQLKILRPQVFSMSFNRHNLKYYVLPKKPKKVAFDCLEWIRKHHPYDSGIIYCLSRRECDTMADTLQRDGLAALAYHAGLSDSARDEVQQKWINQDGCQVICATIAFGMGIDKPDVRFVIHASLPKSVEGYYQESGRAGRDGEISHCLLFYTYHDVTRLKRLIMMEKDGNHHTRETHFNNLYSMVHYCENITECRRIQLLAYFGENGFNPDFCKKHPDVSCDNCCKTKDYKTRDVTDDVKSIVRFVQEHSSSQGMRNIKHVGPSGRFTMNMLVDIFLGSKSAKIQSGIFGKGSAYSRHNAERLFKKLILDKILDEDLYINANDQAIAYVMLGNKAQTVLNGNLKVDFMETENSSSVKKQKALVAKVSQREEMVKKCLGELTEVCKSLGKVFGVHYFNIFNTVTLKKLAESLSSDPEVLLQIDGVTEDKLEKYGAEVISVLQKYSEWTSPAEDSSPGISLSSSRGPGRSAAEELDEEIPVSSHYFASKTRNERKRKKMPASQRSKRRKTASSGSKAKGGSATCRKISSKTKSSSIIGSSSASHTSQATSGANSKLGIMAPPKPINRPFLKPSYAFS
# Active calls of the source: *; ? = inconclusive; · = not tested or not shown; [ ] = dose if it differs, or a comment. Unless noted, calls follow the shape of the dose curve; as a rule, active = well fitted curve in the direction sought with a large enough effect; inconclusive = small, poorly fitted or top-dose-only effect, or another doubt; inactive = no such curve, though single readings can be large; an effect the other way counts as inactive or inconclusive. Not all compounds are listed; count on the stated rates, not on these rows.
SMILES,POLK inh,Glioma ERSR ind,APEX1 inh,Apoferritin bind,Pol eta inh,POLB inh,POLI inh,LDHA inh,BLM helicase inh
CCOC(=O)C1=C(C)Nc2ccccc2N=C1NC(=O)C(CC)c1ccccc1 (centres undefined),-18%,0%,3%,-13%,-7%,2%,10%,-5,2%
CCOC(=O)N1CCN(C(=O)CC(=O)Nc2ccc3nc4n(c(=O)c3c2)CCCCC4)CC1,-11%,10%,-4%,-10%,-3%,0%,8%,-3,-5%
CCOC(=O)c1c(Nc2ccc(O)cc2)nnc(-c2ccccc2)c1-c1ccccc1,-5%,-9%,·,?,-17%,-11%,17%,-4,-4%
O=C(Nc1ccccc1)c1nc[nH]c1C(=O)NCCCCNC(=O)c1[nH]cnc1C(=O)Nc1ccccc1,-15%,1%,-16%,·,-2%,·,-28%,1,·
NC(=O)CNC1CC(=O)N(CCc2ccccc2)C1=O (centres undefined),0%,-1%,3%,-3%,-14%,-13%,-1%,1,1%
O=C(NC1CCCc2ccccc21)c1ccc(Br)cc1 (centres undefined),-2%,-2%,11%,-2%,-20%,1%[57.1 µM],9%,-3,4%
O=[N+]([O-])c1cccc(C2CC(c3ccccc3)=NN2c2ccccc2)c1 (centres undefined),0%,0%,24%,-3%,-6%,0%,29%,-8,-8%
Cc1ccc(S(=O)(=O)N2CCCN(c3nc4cc(C)ccc4cc3C#N)CC2)cc1,-5%,-1%,1%,-7%,-8%,20%,26%,-2,-1%
c1ccc(-n2cnc3cc(NCc4cccs4)ccc32)cc1,-4%,0%,19%,-21%,-17%,-4%,-1%,4,-8%
COc1ccccc1/C=N/Nc1cc(N(C)C)nc(N(C)C)n1,-12%,-5%,-1%,-9%,-25%,-1%,106%[activator],23,-18%
Nc1c(C(=O)Nc2ccccc2)sc2nc3c(cc12)CN(Cc1ccccc1)CC3,-3%,-4%,·,2%,-4%,18%,11%,-2,-10%
CNS(=O)(=O)c1ccc(NC(=O)c2ccc(Cl)cc2Cl)cc1,-11%,-2%,-8%,5%,-14%,2%,?,0,-1%
CC(=O)c1ccc(OCCCC(=O)Nc2cccc(S(=O)(=O)N(C)C)c2)cc1,-19%,-2%,-3%,0%,-10%,0%,21%,-9,5%
COc1ccc(CNC(=O)C2(CC(=O)NC(C)(C)C)CCCC2)cc1,13%,0%,-3%,-9%,-17%,2%,-19%,-2,-3%
COc1ccc(CC(=O)OCC(=O)NC2CCCC(C)C2C)cc1OC (centres undefined),-1%,2%,1%,·,-24%,·,18%,1,·
COc1ccc(-c2cc(C(=O)Oc3ccccc3)c3cc(C)ccc3n2)cc1,-7%,-4%,·,5%,-24%,-11%,1%,-2,-4%
N#Cc1ccccc1NC(=O)C1SC(=Nc2ccccc2)C(C(=O)Nc2ccc(Cl)cc2)=C1N (centres undefined),-12%,1%,0%,?,-7%,-29%,124%[activator],-10,-14%
CCN(CC)c1ccc2oc(=O)c(C)nc2c1,-21%,-3%,1%,22%,-19%,-19%,?,36,-8%
CCOCC(=O)Nc1cccc(OC)c1,-9%,-3%,8%,10%,-15%,32%,-4%,1,4%
Cc1ccc(S(=O)(=O)NN=C2CCN(Cc3ccccc3)CC2)cc1,-9%,-4%,-1%,-10%,-27%,3%,0%,-4,-5%
CCO[C@H]1OC(C(=O)N2CCN(C)CC2)=C[C@@H](c2csc3ccccc23)[C@@H]1CCCO,4%,-2%,1%,-4%,-11%,6%,-13%,1,-2%
CCOC(=O)CN1C(=O)S/C(=C\c2ccc(-c3ccc(C(=O)O)c(Cl)c3)o2)C1=O,40µM*,9%,15µM*,-11%,10µM*,?,20µM*,0,-2%
O=C(NCCc1ccco1)C(=O)NCCC1CCCCN1S(=O)(=O)c1ccccc1 (centres undefined),-5%,-2%,5%,·,-18%,·,59%[activator],-7,·
CCOC(=O)c1c(NC(=O)CSc2nnc(C)o2)sc(C)c1C,-3%,-5%,11%,-15%,-13%,17%,-13%,2,-9%
CCc1ccc(Nc2n[n+](C)c(-c3ccc(C(=O)O)cc3)s2)cc1,·,·,1%,-5%,·,4%,·,·,1%
CCOc1nc(NC(=O)NS(=O)(=O)c2ccccc2F)nc(-c2ccccc2)n1,-9%,0%,11%,-4%,-20%,3%,124%[activator],-3,-5%
COc1ccc(-n2ncc(C(=O)N3CCN(C4CCCCC4)CC3)c2C2CCN(C(=O)OC(C)(C)C)CC2)cc1,0%,2%,·,6%,-18%,21%,6%,-4,1%
CCN(CC(=O)Nc1c(F)cccc1F)C(=O)/C=C/c1ccc(C)o1,-15%,0%,-23%,·,-14%,·,-9%,-8,·
COc1cccc(NC(=O)N2CCCC2)c1,12%,1%,6%,-7%,-15%,6%,15%,-2,-3%
Cc1ccc(C(=O)NCc2ccco2)cc1S(=O)(=O)N1CCCCC1,?,-4%,-7%,?,?,40µM*,?,2,-11%
CNS(=O)(=O)c1c(C)cc(C)c(N(C)S(=O)(=O)c2ccccc2)c1C,-16%,1%,-9%,-6%,2%,24%,26%,-5,0%
COCC(=O)Nc1cc(=O)n(C)c(=O)n1C,-19%,-4%,-8%,35%[activator],-10%,-4%,42%[activator],-7,3%
O=C(CN1CCN(c2ccccc2O)CC1)Nc1ccc2c(c1)OCCCO2,-14%,2%,-6%,·,-15%,·,12%,4,·
COC(=O)c1ccc(/C=C2/SC(=S)N(CCC(=O)NCCCN3CCOCC3)C2=O)cc1,-4%,1%,76%[activator],2%,-18%,2%,106%[activator],-1,-4%
Cc1cc(NC(=O)CSCC(=O)Nc2nc3c(C)cccc3s2)no1,-11%,0%,-42%,·,-3%,·,2%,-13,·
COc1ccc(NC(=O)Cn2c(=O)n(-c3ccc(OC)cc3)c(=O)c3ccc(C(=O)NCc4ccc(C)cc4)cc32)cc1,0%,1%,·,-4%,-7%,-21%,16%,-3,-2%

# 12 structures already listed, ordered by molar mass, largest number first.
SMILES,POLK inh,Glioma ERSR ind,APEX1 inh,Apoferritin bind,Pol eta inh,POLB inh,POLI inh,LDHA inh,BLM helicase inh
COc1ccc(NC(=O)Cn2c(=O)n(-c3ccc(OC)cc3)c(=O)c3ccc(C(=O)NCc4ccc(C)cc4)cc32)cc1,0%,1%,·,-4%,-7%,-21%,16%,-3,-2%
COc1ccc(-n2ncc(C(=O)N3CCN(C4CCCCC4)CC3)c2C2CCN(C(=O)OC(C)(C)C)CC2)cc1,0%,2%,·,6%,-18%,21%,6%,-4,1%
CCOC(=O)CN1C(=O)S/C(=C\c2ccc(-c3ccc(C(=O)O)c(Cl)c3)o2)C1=O,40µM*,9%,15µM*,-11%,10µM*,?,20µM*,0,-2%
O=C(NCCc1ccco1)C(=O)NCCC1CCCCN1S(=O)(=O)c1ccccc1 (centres undefined),-5%,-2%,5%,·,-18%,·,59%[activator],-7,·
CCOc1nc(NC(=O)NS(=O)(=O)c2ccccc2F)nc(-c2ccccc2)n1,-9%,0%,11%,-4%,-20%,3%,124%[activator],-3,-5%
CNS(=O)(=O)c1c(C)cc(C)c(N(C)S(=O)(=O)c2ccccc2)c1C,-16%,1%,-9%,-6%,2%,24%,26%,-5,0%
Cc1cc(NC(=O)CSCC(=O)Nc2nc3c(C)cccc3s2)no1,-11%,0%,-42%,·,-3%,·,2%,-13,·
Cc1ccc(C(=O)NCc2ccco2)cc1S(=O)(=O)N1CCCCC1,?,-4%,-7%,?,?,40µM*,?,2,-11%
CCN(CC(=O)Nc1c(F)cccc1F)C(=O)/C=C/c1ccc(C)o1,-15%,0%,-23%,·,-14%,·,-9%,-8,·
CCc1ccc(Nc2n[n+](C)c(-c3ccc(C(=O)O)cc3)s2)cc1,·,·,1%,-5%,·,4%,·,·,1%
COCC(=O)Nc1cc(=O)n(C)c(=O)n1C,-19%,-4%,-8%,35%[activator],-10%,-4%,42%[activator],-7,3%
COc1cccc(NC(=O)N2CCCC2)c1,12%,1%,6%,-7%,-15%,6%,15%,-2,-3%

# The list continues.
SMILES,POLK inh,Glioma ERSR ind,APEX1 inh,Apoferritin bind,Pol eta inh,POLB inh,POLI inh,LDHA inh,BLM helicase inh
Cc1ccc(S(=O)(=O)CCc2nnc(NC(=O)c3cccs3)s2)cc1,5%,-3%,-6%,-2%,-24%,31%,14%,-6,1%
O=S(=O)(NCCSc1ccccn1)c1ccc(Br)cc1,2%,1%,-2%,-19%,-2%,37%,88%[activator],-2,-16%
Cc1onc(-c2ccccc2)c1C(=O)NC1CC1,3%,1%,13%,·,8%,·,17%,-11,·
CCn1c(SCC(=O)Nc2cc(NC(C)=O)ccc2OC)nnc1-c1ccncc1,·,·,11%,-3%,·,-3%,·,·,-2%
CS(=O)(=O)CCCCN=C=S,-1%[60.1 µM],-5%,0%,6%,·,·,·,·,2%
CCc1ccc(NC(=O)c2ccc3c(c2)N(Cc2ccc(C)cc2)CCS3)cc1,-13%,0%,·,259%[activator],-9%,32%,18%,-7,-6%
COC(=O)c1ccc(NC(=O)CCc2c(C)nc3c(c2C)c(=O)n(C)c(=O)n3C)cc1,-3%,-2%,·,-1%,2%,32%,9%,-6,-5%
NC1=NCCCC1,-8%[19.4 µM],4%,-4%,·,·,·,·,·,4%

# High-throughput results: PubChem, National Center for Advancing Translational Sciences (NCATS)
